# Pin1 inh: qHTS Assay to Find Inhibitors of Pin1; Peptidyl-prolyl cis-trans isomerase NIMA-interacting 1 (Homo sapiens), Q13526; Pin1 FP peptide displacement, HiFluor488, 10 min; Potency, µM (top dose mostly 115 µM), without a hit: top-dose activity, negative = inhibition, actives largely listed as inhibitors; hit rate 0.009% among 390,000; AID 504891, 2011; active means well fitted inhibition curve with a large enough effect in the polarisation, with a control signal flat, not every such curve was filed as active; inconclusive means small, poorly fitted or top-dose-only effect, or effect the other way, or a change in a side signal; inactive means no such curve, though single readings can be large or run the other way; the % refers to the polarisation; further: on the % scale 0 is the no-effect control and ±100 the full control effect
# Target sequence (Q13526 whole entry, looked up): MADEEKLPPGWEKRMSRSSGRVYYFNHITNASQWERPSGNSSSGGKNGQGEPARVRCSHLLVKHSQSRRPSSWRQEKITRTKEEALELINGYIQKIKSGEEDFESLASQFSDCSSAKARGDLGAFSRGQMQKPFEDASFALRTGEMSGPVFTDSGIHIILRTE
# RGS4 inh: Inhibitors of Regulator of G Protein Signaling (RGS) 4: qHTS; Regulator of G-protein signaling 4 (Homo sapiens), P49798; Transcreener GDP fluorescence polarization, RGS4-accelerated GTP hydrolysis; Potency, µM (doses to about 114 µM), inactives show at the highest dose activity change, negative = inhibition, hits mostly inhibitors; hit rate 0.039% among 390,000; further: on the % scale 0 is the no-effect control and ±100 the full control effect; nearly all actives have a fitted effect of over 75% in size; some results filed as inactive show a strong effect at the top dose
# Target sequence (P49798 whole entry, looked up): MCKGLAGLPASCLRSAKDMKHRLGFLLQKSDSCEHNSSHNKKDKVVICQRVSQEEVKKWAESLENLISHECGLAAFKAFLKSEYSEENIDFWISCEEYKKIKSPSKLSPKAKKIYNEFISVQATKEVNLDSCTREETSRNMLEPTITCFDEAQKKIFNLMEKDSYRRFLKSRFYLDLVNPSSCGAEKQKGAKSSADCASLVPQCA
#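 MLSMR compounds (23 nl, pin-transferred) preincubated 10 min at room temperature with a 500nM (2x) first reagent, then RGS4 at 900nM (2x) plus Transcreener GDP mix added; fluorescence polarization (620/688 nm) read before and after 90 min at 30 °C.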
# GLS inhibitor: qHTS for Inhibitors of Glutaminase (GLS); GLS enzymatic activity, qHTS titration; hit rate 0.21% among 410,000; Glutaminase kidney isoform, mitochondrial (Homo sapiens), O94925; Potency, µM (titrated, usually from 45.5 µM), inactives show at the top dose activity change, negative = inhibition, actives largely listed as inhibitors; further: on the % scale 0 is the no-effect control and ±100 the full control effect
#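 Coupled fluorescence readout: glutamate oxidase/HRP/Amplex Red detect glutamate formed by hKGA from L-glutamine (1 mM solution added). Buffer 45 mM KH2PO4 pH 8.2, 0.02% Tween-20; reads at t0 and 30 min RT.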
# Tb PGK inh: qHTS Assay to Find Inhibitors of Phosphoglycerate Kinase | PGK/GAPDH coupled, Kinase-Glo luminescence, 60 min | hit rate 0.043% among 380,000 | Phosphoglycerate kinase, glycosomal (Trypanosoma brucei brucei), P07378 | Potency, µM (top dose mostly 57.5 µM), without a hit: at the highest dose activity change, negative = inhibition, actives largely listed as inhibitors; further: on the % scale 0 is the no-effect control and ±100 the full control effect; nearly all actives have a fitted effect of over 60% in size
# Target sequence (P07378 whole entry, looked up): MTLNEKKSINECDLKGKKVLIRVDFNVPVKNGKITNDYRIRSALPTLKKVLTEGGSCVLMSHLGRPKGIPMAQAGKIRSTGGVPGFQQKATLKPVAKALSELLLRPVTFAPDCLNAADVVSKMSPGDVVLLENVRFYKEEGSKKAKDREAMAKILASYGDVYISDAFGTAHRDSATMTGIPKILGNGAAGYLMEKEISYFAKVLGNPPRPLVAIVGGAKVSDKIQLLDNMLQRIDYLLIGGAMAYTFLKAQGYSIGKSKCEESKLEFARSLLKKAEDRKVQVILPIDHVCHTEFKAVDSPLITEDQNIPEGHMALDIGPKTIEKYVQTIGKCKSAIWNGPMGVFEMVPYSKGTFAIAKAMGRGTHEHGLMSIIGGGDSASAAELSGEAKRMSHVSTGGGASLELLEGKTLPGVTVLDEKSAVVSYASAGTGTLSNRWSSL
#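 Recombinant glycosomal PGK reaction used 1,3-bisphosphoglycerate generated in-well by GAPDH (100nM final) in 100mM TEA pH 7.6, 5mM MgCl2, 0.01% Tween-20. After 60 minutes at room temperature, ATP was read by Kinase-Glo Plus luminescence end-point.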
# HP1b chromo inh: HTS for Inhibitors of HP1-beta Chromodomain Interactions with Methylated Histone Tails. Potency, µM (series often up to 114 µM), without a hit: at the highest dose activity change, negative = inhibition, hits mostly inhibitors. Chromobox protein homolog 1 (Homo sapiens), P83916. AlphaScreen HP1-beta / biotin-H3K9me3 peptide binding. hit rate 0.56% among 390,000; further: nearly all actives have a fitted effect of over 70% in size; inactives centre near 23
# Target sequence (P83916 whole entry, looked up): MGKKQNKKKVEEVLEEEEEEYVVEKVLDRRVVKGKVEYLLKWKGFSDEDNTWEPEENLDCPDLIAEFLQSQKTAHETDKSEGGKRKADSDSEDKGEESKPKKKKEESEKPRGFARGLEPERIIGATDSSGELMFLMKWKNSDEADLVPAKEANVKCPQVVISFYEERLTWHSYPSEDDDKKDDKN
#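 HP1-beta protein (50 nM final) preincubated 30 min at room temperature with biotinylated H3(1-18)K9me3 peptide (50 nM) in PBS pH 7.4, 0.01% Tween-20, then compound added for 30 min. AlphaScreen streptavidin donor/nickel chelate acceptor beads (10 ug/mL final), 30 min dark, luminescence read.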
# JMJD2A Tudor: qHTS Assay for Inhibitors of JMJD2A-Tudor Domain. AlphaScreen JMJD2A-Tudor / H3K4me3 peptide binding. Lysine-specific demethylase 4A (Homo sapiens), O75164. Potency, µM (top dose mostly 114 µM), inactives show at the top dose activity change, negative = inhibition, hits mostly inhibitors. hit rate 4.4% among 390,000; further: on the % scale 0 is the no-effect control and ±100 the full control effect; nearly all actives have a fitted effect of over 50% in size
# ALOX12 inh: Primary qHTS assay for inhibitors of human arachidonate 12S-lipoxygenase (ALOX12): Round 2; purified 12hLO, xylenol orange hydroperoxide absorbance; hit rate 1.1% among 580,000; Potency, µM (top dose mostly 108 µM), for the others: at the top dose activity change, negative = inhibition, hits mostly inhibitors; Polyunsaturated fatty acid lipoxygenase ALOX12 (Homo sapiens), P18054; further: on the % scale 0 is the no-effect control and ±100 the full control effect
#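 Hydroperoxide product was detected by ferrous iron/xylenol orange as the 573 to 405 nm absorbance ratio. Arachidonic acid at 40 uM (final) was turned over for 30 min at room temperature by 150 nM human 12hLO, pH 7.0 Hepes buffer, after 15 min compound preincubation.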
# ERG-DNA inh: qHTS for Small Molecule Inhibitors of the ERG Ets/DNA interaction | fluorescence polarization, His-ERG Ets domain / labelled DNA | Potency, µM (highest dose often 76.9 µM), for inactives: top-dose FP activity, negative = inhibition, actives largely listed as inhibitors | hit rate 0.028% among 370,000 | AID 624246, 2012; active means well fitted inhibition curve with a large enough effect in the polarisation, with a control signal flat; inconclusive means small, poorly fitted or top-dose-only effect, or effect the other way, or a change in a side signal; inactive means no such curve, though single readings can be large or run the other way; the % refers to the polarisation;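 further: polarization taken with two DNA probes labelled with fluorescein and Texas red; % of control where 0% means no effect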
#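 His-tagged ERG Ets domain (1 uM in the protein solution; 300mM KCl, 50mM Tris-HCl, 1mM EDTA, 1mM DTT, pH 7.5) received compound, then a probe mix of 5 nM fluorescein-DNA and 100nM Texas-615-DNA. Fluorescence polarization was read for both dyes.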
# TrxR1 inh: qHTS Assay for Inhibitors of Mammalian Selenoprotein Thioredoxin Reductase 1 (TrxR1): qHTS. AID 588453, 2011. recombinant rTrxR1, NADPH fluorescence consumption, selenite substrate. hit rate 1% among 390,000. Potency, µM (top dose mostly 114 µM), for inactives: at the highest dose activity change, negative = inhibition, hits mostly inhibitors. Thioredoxin reductase 1, cytoplasmic (Rattus norvegicus), O89049; further: on the % scale 0 is the no-effect control and ±100 the full control effect; nearly all actives have a fitted effect of over 65% in size
#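 Rat TrxR1 (90 nM in the dispensed reagent) was pre-reduced with 400 uM NADPH for 5 min at room temperature, then incubated with compound for 15 min. After 400 uM selenite was added, NADPH fluorescence (Ex 340/Em 450 nm) was followed for 8 min.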
# Active calls of the source: *; i = inactive; u = inconclusive; x = no result given; & = joins results of further samples; [ ] = dose if it differs, or a comment. Unless noted, the call rests on the fitted dose curve; in most records, active means well fitted curve in the direction sought with a large enough effect; inconclusive means small, poorly fitted or top-dose-only effect, or another doubt; inactive means no such curve, though single readings can be large; an effect the other way counts as inactive or inconclusive. Potency means the concentration at half of the fitted maximal effect.
SMILES,Pin1 inh,RGS4 inh,GLS inhibitor,Tb PGK inh,HP1b chromo inh,JMJD2A Tudor,ALOX12 inh,ERG-DNA inh,TrxR1 inh
COc1cccc(C(=O)Nc2ccc(C(=O)c3ccccc3)cc2)c1,3%,8%,-4%,-4%,21%,-6%,17%,11%,25%
Cc1ccc(S(=O)(=O)NCC(=O)N(CC(=O)NCc2ccco2)Cc2ccc(F)cc2)cc1,-3%,-28%,-11%,i,39%,11%,-14%,-1%,0%
CC1CCN(S(=O)(=O)c2ccc3nc(Nc4ccc(C#N)cc4)ccc3c2)CC1,22%,-6%,0%,6%,77%[activator],23%,u,0%,18%[57.1 µM]
C=C1C[C@H](O)[C@@H]2[C@H](OC(=O)[C@H]2C)[C@H]2[C@H](C)[C@@H](O)C[C@@H]12,-18%,5%,0%,-6%,13%,-23%,10%,8%,15%
COc1ccc(S(=O)(=O)N2CCCN(CC(=O)Nc3ccccc3F)CC2)cc1,-11%,-3%,-3%,-1%,18%,-11%,-15%,15%,2%
CC(=O)OC(C)CS(=O)(=O)c1ccccc1 (configuration not stated),-2%,4%,5%,2%,34%,-6%,5%,0%,14%
COc1ccccc1Nc1nc(N)nc(CSC(=S)N2CC(C)CC(C)C2)n1 (configuration not stated),0%,-10%,6%,-9%,1%,-10%,-19%,-5%,14%[57.1 µM]
CCc1cc(C(=O)N2CCCC(C(=O)c3cccc4ccccc34)C2)n(C)n1 (configuration not stated),2%,6%,-8%,-8%,31%,-9%,2%,2%,15%[57.1 µM]
COc1cc(C2c3c(c(C)c(C)oc3=O)Oc3c(C)c(C)oc(=O)c32)ccc1OS(=O)(=O)c1ccc(C)cc1,13%,5%,3%,2%,13%,-20%,-1%,26%,18%[57.1 µM]
Cc1nn(-c2ccccc2)c(Cl)c1C1C(C#N)=C(N)Oc2c1c(C)nn2-c1ccccc1 (configuration not stated),-8%,-25%,8%,-2%,-5%,u,x,5%,15%[57.1 µM]
CCCOC(=O)CSc1nnc(-c2ccccc2)o1,0%,5%,-13%,-1%,52%[activator],23%,-1%,10%,17%[57.1 µM]
Fc1ccccc1COc1ccc(-c2nnn(Cc3ccccc3F)n2)cc1,2%,-9%,-4%,-9%,167%[activator],126%[activator],-3%,20%,27%
CCOC(=O)CSc1nc2c(c(=O)n(C)c(=O)n2C)n1CCCc1ccccc1,-3%,5%,4%,1%,25%,-8%,457%&-65%[activator],2%,-7%
CCOc1cc(S(=O)(=O)NC2CC2)c(OCC)cc1-n1cnnn1,-15%,-1%,4%,-2%,19%,-1%,-8%,4%,5%
Cc1nc2sc(C(=O)c3ccccc3)c(N)c2c(C)c1C,0%,4%,-13%,-5%,27%,-4%,0%,-8%,18%[57.1 µM]
CC(NS(=O)(=O)c1ccc(OCC(=O)N2CCCC2)cc1)c1ccccc1 (configuration not stated),-1%,13%,8%,-2%,-3%,-20%,11%,0%,18%
CC(=O)c1cccc(NC(=O)C2C3CCC(C3)C2C(=O)O)c1 (configuration not stated),-10%,8%,-3%,-7%,33%,4%,-24%,6%,23%
COc1cc(OC)cc(C(=O)N[C@H](C(=O)OCC(=O)Nc2cccnc2Cl)C(C)C)c1,-1%,-3%,-1%,-5%,12%,-18%,10%,-2%,24%
COc1ccc(-n2ccnc2SCC(=O)NO)cc1,5%,-3%[11.4 µM],11%,i,51%[activator],-4%[11.4 µM],u,4%,-1%
Cc1cc(C)n(C(=O)c2ccc(NC(=O)CC(C)C)cc2)n1,-6%,-4%,2%,4%,9%,-5%,10%,x,13%
O=C(COc1ccc(F)cc1)Nc1cccc(OCc2cc(=O)n3ccccc3n2)c1,107%[activator],-24%,-14%,-10%,29%[57 µM],-13%,u,-1%,10%[57.1 µM]
COc1cccc(CN2C(=O)CN(C3CCCCC3)C(=O)C2c2ccc(OC)c(OC)c2)c1 (configuration not stated),-7%,39%,5%,4%,9%,-14%,8%&-10%,12%,-11%[57.1 µM]
CCOc1ccc(OCC)c(NC(=O)C2CCN(S(=O)(=O)c3ccc4c(c3)CC(C)N4C(C)=O)CC2)c1 (configuration not stated),1%&8%,32%[11.4 µM],19%&0%,4%&-1%,-4%&24%,u,6%&-18%,8%&-3%,18%&8%
CN(C)CCCN(C(=O)c1ccc(C(=O)c2ccccc2)cc1)c1nc2cc3c(cc2s1)OCO3,-3%,-17%,-7%,-2%,u,50µM*,-29%,8%,-18%

# Reformatted: entries from further up.
Compound	Pin1 inh	RGS4 inh	GLS inhibitor	Tb PGK inh	HP1b chromo inh	JMJD2A Tudor	ALOX12 inh	ERG-DNA inh	TrxR1 inh
CCOC(=O)CSc1nc2c(c(=O)n(C)c(=O)n2C)n1CCCc1ccccc1	-3%	5%	4%	1%	25%	-8%	457%&-65%[activator]	2%	-7%
CCOc1cc(S(=O)(=O)NC2CC2)c(OCC)cc1-n1cnnn1	-15%	-1%	4%	-2%	19%	-1%	-8%	4%	5%
Cc1nc2sc(C(=O)c3ccccc3)c(N)c2c(C)c1C	0%	4%	-13%	-5%	27%	-4%	0%	-8%	18%[57.1 µM]

# (list continues)
SMILES,Pin1 inh,RGS4 inh,GLS inhibitor,Tb PGK inh,HP1b chromo inh,JMJD2A Tudor,ALOX12 inh,ERG-DNA inh,TrxR1 inh
Cn1c(/C(C#N)=C(\O)COc2ccc3ccccc3c2)nc2ccccc21,13%,5%,1%,1%,28%,-16%,0%,2%,6%
O=C(OCc1ccccc1)C1=NNC2C(=O)N(c3ccccc3)C(=O)C12 (configuration not stated),-2%,7%,-13%,-9%,53%[activator],14%,-4%,-2%,3%[57.1 µM]
COc1ccc(C2C(C#N)=C(N)N(N(C)C)C3=C2C(=O)CCC3)cc1 (configuration not stated),1%,7%,10%,i,32%,-21%,43%[activator],-12%,0%
CC(=O)Nc1ccc(S(=O)(=O)N2CCC(C(=O)N[C@@H](Cc3ccccc3)C(=O)O)CC2)cc1,1%,37%,3%,4%,22%,-6%,7%,13%,-8%
COC(=O)C1=C(C)N(C)C(=S)NC1c1c(OC)ccc2ccccc12 (configuration not stated),-5%,-22%,-12%,i,32%,-9%,-12%,-2%,11%[57.1 µM]
O=C(CN(c1ccc(Cl)cc1)S(=O)(=O)c1ccc(Cl)c([N+](=O)[O-])c1)NCCc1ccc(F)cc1,-5%,3%,0%,-5%,32%,-9%,14%,-4%,u
COc1ccc(CCNC(=O)C2(c3cccs3)CCOCC2)cc1,-13%,42%,-1%,8%,23%,-4%,-15%,-13%,19%[57.1 µM]
Cc1ccc(C2=NN(Cc3nnc(-c4ccccc4)o3)C(=O)SC2)cc1,17%,-11%,-11%,i,39%,7%,-13%,-2%,-15%
CC(NC(=O)c1ccncc1)C(C)(C)C (configuration not stated),-4%,-9%,1%,-2%,9%,-6%,14%,-5%,17%
O=C(O)/C=C\C(=O)Nc1cc(O)ccc1[N+](=O)[O-],4%,37%,-9%,3%,47%[activator],-14%,13%,-5%,u
COC(=O)C(C(=O)OC)=C(/C=C/C=C/N(C)C)N(C)C,u,-40%,5%,i,42%[activator],-2%,u,2%,u
COc1ccc(Cl)cc1NC(=S)N(CCCN1CCOCC1)Cc1cn(C)c2ccccc12,50%[activator],u,15%,-9%,u,u,-3%,6%,19%
Cn1cccc1-c1cc(C(=O)O)[nH]n1,-11%,-16%,9%,3%,33%,-7%,u,-8%,11%
CCn1nc(C)c(NC(=O)/C=C/c2ccc(OC)c(COc3ccc(Br)cc3)c2)c1C,7%,-42%,6%,-5%,19%,-23%,-1%,-3%,-13%
COc1ccc(C(=O)NCCS(=O)(=O)NCc2ccc(F)cc2)cc1,3%,5%,2%,-8%,-5%,-6%,13%,10%,11%[57.1 µM]
CCOC(=O)c1ccc(-c2c(-c3ccc4c(c3)OCO4)noc2C)cc1F,-3%,12%,8%,1%,41%[activator],17%,1%,6%,13%&22%
O=C(CCc1ccco1)CCc1ccco1,5%,-2%,1%,-2%,u,56µM*,u,-8%,-33%
CN(C)CCCN1C(=O)CSC1c1ccc([N+](=O)[O-])cc1 (configuration not stated),5%,-1%,0%,5%,23%,-17%,45%[activator],-7%,8%
O=C(Nc1nc(-c2ccc(Cl)cc2)cs1)C1=COCCO1,0%,-2%,-5%,i,-7%,-21%,u,-4%,22%
CCN(CC)c1ncc(C)c(=O)[nH]1,-6%,-5%,4%,-4%,21%,-22%,19%,-7%,15%[57.1 µM]
CN(C)c1cccc(C(=O)N2CCCC(CCC(=O)N3CCN(c4ccccn4)CC3)C2)c1 (configuration not stated),-17%,18%,-6%,i,6%,-25%,-4%,-24%,-12%
COc1ccc(N2C(=O)C(CC(=O)Nc3ccccc3)N(Cc3ccc4c(c3)OCO4)C2=O)cc1 (configuration not stated),2%,-4%,-8%,-6%,4%,-25%,u,3%,16%

# Screening results as filed in PubChem BioAssay.

# This is a subset; count on the stated rates, not on these rows.
